# STEP inh = blocks human striatal-enriched tyrosine phosphatase | P54829 | AID 588621 | recombinant STEP, OMFP fluorogenic substrate, fluorescence | 0.25% of 360,000 active | inhibition, % at 20 µM;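 active means inhibition at 20 µM, scaled per plate between control wells, above about 37%, limit read from the data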;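 further: 0% = DMSO with enzyme and substrate and 100% = substrate only without enzyme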
#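 Test system: STEP tyrosine phosphatase / Reagent: OMFP at 25 µM / Doses: 20 µM, 1% DMSO / Read-out: percent inhibition scaled to no-enzyme and uninhibited-enzyme controls, plate-pattern corrected / Detection: FITC-channel fluorescence of OMFP product / Medium: Bis-Tris buffer pH 6.0, 2.5 mM DTT, 0.005% Tween 20 / Schedule: 20 min at room temperature, dark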
# DNMT1 inh = blocks human DNA methyltransferase DNMT1 | P26358 | DNMT1 molecular beacon, Hinp1I cleavage, fluorescence | inhibition (reported as % activation of signal), % at 10 µM | 0.83% of 360,000 active; in the data active means inhibition above about 50%
# NadD block = blocks S. aureus nicotinate mononucleotide adenylyltransferase | purified NadD enzyme, colorimetric absorbance read-out | inhibition, % at 20 µM | 0.78% of 360,000 active | AID 602399; in the data active means inhibition above about 26%; further: some compounds past the cut are filed as inactive
# Tb MetRS inh = blocks T. brucei methionyl-tRNA synthetase activity | inhibition, % at 11.9 µM | purified T. brucei MetRS, ATP depletion, Kinase-Glo luminescence | 0.4% of 360,000 active | AID 624268;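 active means inhibition above a per-plate cutoff of the control wells' mean inhibition plus 3 SD, cut at about 5.5% in these data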;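 further: 0% = DMSO wells median and 100% = median of wells with control inhibitor compound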
#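 System: purified T. brucei MetRS enzyme / Detection: Kinase-Glo luciferase luminescence reporting remaining unconsumed ATP / Medium: HEPES buffer with MgCl2, KCl, DTT, spermine, BSA, pyrophosphatase / Replication: singlicate, one well per compound / Evaluation: percent inhibition relative to median high and low control wells / Schedule: 2 h aminoacylation at 25 °C after 15 min preincubation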
# Scp-1 inhibitor = Scp-1 (human) phosphatase inhibition. Recombinant Scp1, phosphopeptide, malachite green phosphate absorbance. Q9GZU7. inhibition, % at 20 µM. 0.88% of 340,000 active;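 active means inhibition above about 50% at 20 µM, limit read from the data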;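 further: plate controls were DMSO wells with enzyme for no effect and wells lacking enzyme for full effect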
#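 Test system – truncated SCP-1 phosphatase (76-261aa) · Reagent – Phosphorylated 17-residue peptide substrate · Incubation – 45 min room-temperature reaction, 5 min colour, 30 min stabiliser · Detection – colorimetric phosphate reagent with accelerator and stabiliser, absorbance at 630 nm · Measure – % inhibition at 20 µM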
# Rpn11 block = inhibitors of human proteasome Rpn11 | human 26S proteasome, Ub4-pepOG fluorescence polarization; 20S core pre-blocked with epoxomicin | calls only at 20 µM | 0.59% of 360,000 active;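 active means inhibition at 20 µM, scaled to each plate's controls, above about 33%, limit read from the data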
# Target sequence (O00487 whole entry, looked up): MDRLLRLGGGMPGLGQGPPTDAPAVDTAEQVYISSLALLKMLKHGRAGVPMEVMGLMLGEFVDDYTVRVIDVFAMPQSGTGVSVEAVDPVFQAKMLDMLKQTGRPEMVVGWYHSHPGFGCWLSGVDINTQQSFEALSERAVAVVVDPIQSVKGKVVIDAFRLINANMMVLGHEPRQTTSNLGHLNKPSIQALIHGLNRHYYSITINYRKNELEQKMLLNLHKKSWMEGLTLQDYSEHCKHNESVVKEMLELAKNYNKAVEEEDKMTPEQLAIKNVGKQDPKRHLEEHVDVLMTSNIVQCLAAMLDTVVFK
# SUMO1-SIM PPI = alters human SUMO1 binding to SIM partners. P63165. SUMO1 binding to a labelled peptide, TR-FRET, 1 h. inhibition, % at 20 µM. 0.33% of 360,000 active. AID 602429; in the data active means inhibition above about 37%
# CSN deneddyl inh = blocks human CSN-mediated cullin deneddylation; inhibition, % at 12.5 µM; 0.38% of 360,000 active; Q92905; AID 651999; Purified CSN, SCF-Nedd8-OG deneddylation, fluorescence polarization;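 active means pattern-corrected inhibition above about 35%, with an unprinted fluorescence ratio check between 0.5 and 1.5, limit read from the data, passing the limit was not always enough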;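 further: 0% = enzyme with substrate and 100% = substrate without enzyme; some results filed as inactive read as strong as hits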
#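 Material: purified human Csn5 enzyme expressed in HEK293T cells / Medium: Tris buffer pH 7.5, NaCl, DTT, Tween-20, trehalose, ovalbumin / Compound dosing: 12.5 µM single point / Schedule: 90 min incubation of compound, enzyme and substrate at room temperature / Signal: fluorescence polarization of the substrate / Control set: no-enzyme wells high, enzyme-with-substrate wells low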
# LMPTP block = LMPTP (human) inhibition; P24666; recombinant LMPTP-A, OMFP fluorogenic substrate, fluorescence intensity; inhibition, % at 20 µM; 0.22% of 360,000 active;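 active means compounds that cut the enzyme signal by at least half of the control window in the single-dose screen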;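 further: plate controls were DMSO wells with enzyme plus substrate for no effect and substrate without enzyme for full effect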
#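 Test system – LMPTP-A phosphatase enzyme · Quantity – 0.625 nM LMPTP-A final · Reagent – OMFP substrate, 400 µM final · Dosing – one test concentration per compound, 20 µM, with 3% DMSO overall · Timing – 50 min enzyme reaction at room temperature, protected from light · Detection – fluorescence intensity · Controls – substrate-only low control, DMSO enzyme-plus-substrate high control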
# PABP1 MLLE inh = inhibitors of microRNA-mediated deadenylation, human PABP1 MLLE binding. GST-MLLE / FITC-PAM2 fluorescence polarization. AID 588489. inhibition, % at 20 µM. 0.36% of 360,000 active. P11940; in the data active means inhibition above about 35%, passing the limit was not always enough;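 further: plate controls were DMSO wells with GST-MLLE for no effect and wells lacking GST-MLLE protein for full effect; some results filed as inactive read as strong as hits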
# Target sequence (P11940 whole entry, looked up): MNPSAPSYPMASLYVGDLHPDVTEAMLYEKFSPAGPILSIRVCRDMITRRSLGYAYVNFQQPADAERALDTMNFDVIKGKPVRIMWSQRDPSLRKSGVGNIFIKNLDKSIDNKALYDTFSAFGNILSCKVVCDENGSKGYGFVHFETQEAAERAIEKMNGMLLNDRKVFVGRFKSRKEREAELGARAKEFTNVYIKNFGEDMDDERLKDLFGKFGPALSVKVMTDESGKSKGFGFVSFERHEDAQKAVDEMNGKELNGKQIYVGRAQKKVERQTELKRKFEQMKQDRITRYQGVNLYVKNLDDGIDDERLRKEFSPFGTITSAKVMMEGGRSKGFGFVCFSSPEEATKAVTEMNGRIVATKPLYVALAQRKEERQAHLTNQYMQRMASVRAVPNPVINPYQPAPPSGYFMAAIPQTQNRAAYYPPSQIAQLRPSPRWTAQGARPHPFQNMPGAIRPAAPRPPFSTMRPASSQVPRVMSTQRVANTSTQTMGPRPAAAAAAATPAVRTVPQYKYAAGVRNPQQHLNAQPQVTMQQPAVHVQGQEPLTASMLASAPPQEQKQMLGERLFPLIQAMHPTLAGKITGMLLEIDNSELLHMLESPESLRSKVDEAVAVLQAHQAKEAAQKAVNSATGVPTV
# * hit, by the source's call; i = inactive; x = no result given.
SMILES,STEP inh,DNMT1 inh,NadD block,Tb MetRS inh,Scp-1 inhibitor,Rpn11 block,SUMO1-SIM PPI,CSN deneddyl inh,LMPTP block,PABP1 MLLE inh
CC(C(=O)N1CCCc2c1c(=O)oc1ccc(O)cc21)N1CCc2ccccc2C1 (stereo not drawn),-2,-6,-1,-1.5,-5,i,-9,0,3.9,7
NS(=O)(=O)c1ccc(CCNc2nn3c(-c4cccc(OC(F)(F)F)c4)cnc3s2)cc1,-2,-20,27,-0.3,x,i,10,-4,2.9,-36
Cc1ccc2nc(C)c3c(c2c1)OC(C(C)(Cl)Br)C3 (stereo not drawn),2,-4,-2,0.8,-5,i,6,0,-0.5,-9
CCC(NC(C)C)C(O)c1ccc(O)c(O)c1 (stereo not drawn),-2,3,1,-0.8,-4,i,1,0,-1.9,13
COc1cc(S(=O)(=O)N2CCCCC2)ccc1NC(=O)Cc1ccccc1,0,3,-7,-0.3,-7,i,1,3,0.0,0
C[C@H](CO)N1C[C@H](C)[C@H](CN(C)S(=O)(=O)c2ccc3ccccc3c2)OCc2cnnn2CCCC1=O,0,6,6,-0.8,x,i,2,-2,-2.5,6
O=C(Nc1nnc(CC2=CCCCC2)s1)c1cccs1,-3,0,6,-0.6,-6,i,4,-3,0.5,-27
Cn1c(Cn2nnc3ccccc32)nnc1SCC(=O)Nc1nccs1,-3,6,-4,-0.2,24,i,0,-7,-1.5,1
CCc1ccc(-c2nc(CS(=O)CC(=O)NCCN3CCCCCC3)c(C)o2)cc1 (stereo not drawn),2,-5,8,-0.5,-6,i,-29,5,2.7,-8
CC(=O)Nc1cccc(NC(=O)c2csc(C)c2)c1,0,-2,9,0.1,-11,i,-5,3,-0.6,1
CSCc1ccc(C(=O)NCCSc2ccc(Br)cc2)cc1,1,0,-3,0.1,-14,i,2,-2,2.4,15
Cc1cn([C@H]2C[C@H](O)[C@@H](CNCc3ccc(Oc4cc(-n5cccn5)ncn4)cc3)O2)c(=O)[nH]c1=O,0,9,-4,0.8,x,i,-4,0,-2.6,2
CCC(C)c1c(O)nc(SCc2ccccc2)[nH]c1=O (stereo not drawn),-2,2,0,0.9,-6,i,3,-1,-0.7,3
COCCN(C(=S)Nc1c(C)cc(C)cc1C)C(C)c1cccnc1 (stereo not drawn),50*,-2,0,-0.5,-7,i,2,-3,1.1,-2
O=C(COC(=O)c1cccs1)NCC1CCCCC1,0,0,-5,-0.8,-5,i,-2,-7,-0.1,16
Cc1ccc(S(=O)(=O)N2CCN(S(=O)(=O)c3ccc4c(c3)OCCO4)CC2)cc1,-10,13,1,-0.7,0,i,-1,-5,-3.4,5
O=C(CCNC(=O)c1ccc(Cl)cc1)NC1CCCCCC1,4,5,-9,-0.4,-5,i,-1,1,-0.3,-4
Cc1ccc2nc(NC(=O)C3CCCN3C(=O)OC(C)(C)C)sc2c1 (stereo not drawn),2,1,0,0.1,-5,i,-3,-9,-0.7,0
Cc1ccc(Oc2nc(CN3CCOCC3)nc3sc4c(c23)CCC(C)C4)cc1C (stereo not drawn),0,-2,9,-0.7,-2,i,0,4,3.3,-2
COc1ccc(C2=NN(C(=O)CCC(=O)O)C(c3cccs3)C2)cc1OC (stereo not drawn),-2,5,-2,-1.1,-2,i,-2,-8,-1.1,2
O=C(CCC(=O)N1CCSc2ccccc21)Nc1ccc(F)cc1,-2,5,-1,-0.1,-9,i,8,0,-0.1,5
NC(=O)CCNC(=O)c1ccc(Cl)cc1,-1,3,-2,-0.2,3,i,-5,1,-0.4,-13
C=C(CCC(=O)c1ccccc1)C(=O)c1ccccc1,2,25,-6,-0.5,-6,i,11,0,-0.5,-10
O=C(Nc1cnn(Cc2ccc(F)cc2)c1)c1cnccn1,-4,-1,-6,-0.7,-3,i,-4,-2,-1.5,-5
COc1ccc(NC(=O)N(C2CCCCC2)C(C)c2cccnc2)c(OC)c1 (stereo not drawn),2,0,-6,-0.6,-15,i,0,-3,-0.7,7
C=CCN(c1ccccc1)S(=O)(=O)c1cccc(C(=O)NCC(c2ccccc2OC)N2CCCC2)c1 (stereo not drawn),-1,-2,-4,-0.5,-3,i,-20,4,-4.5,3
CS(=O)(=O)N(CC(=O)N1CCN(Cc2ccccc2)CC1)c1ccc2c(c1)OCCO2,-3,0,-5,-0.9,-11,i,-3,-3,-2.7,11
COc1ccc(NC(=O)Cc2c[nH]c3ccccc23)cc1S(=O)(=O)N1CCOCC1,-2,-1,0,0.1,-9,i,1,-3,0.6,-6
Cc1cccc(NC(=S)NC(C)C(c2ccccc2)N2CCN(C)CC2)c1C (stereo not drawn),2,0,-13,-1.0,-5,i,2,-3,-1.7,16
CCCc1nc(NCC2CCCO2)c2nnn(Cc3ccccc3)c2n1 (stereo not drawn),-1,-1,-6,-0.3,3,i,-2,-2,-1.0,1
O=C(O)COc1ccc(NC(=O)c2ccc3c(c2)C(=O)N(C2CCCCC2)C3=O)cc1,0,2,4,-0.1,1,i,-36,2,-1.0,10
Cc1[nH]c2ccccc2c(=O)c1CN1CCCCC1,1,-3,3,-0.1,-2,i,-1,-5,0.2,1
O=C1C2CCCN2C(c2ccccc2)N1c1ccc(F)cc1 (stereo not drawn),-1,2,0,0.0,-4,i,2,-3,-0.3,1
O=C(c1ccc(Cn2c(=O)[nH]c3ccccc3c2=O)cc1)N1CCN(c2ccccn2)CC1,-2,-7,4,0.2,-19,i,2,4,2.1,5
c1ccc2[nH]c(SCc3cn4ccccc4n3)nc2c1,-2,-1,2,-0.2,-7,i,-3,0,0.6,-76
O=C(Nc1ccc(N2CCCCC2)cc1)c1ccc([N+](=O)[O-])o1,8,48,15,0.3,47,i,-35,-1,12,-7
COc1ccccc1CNC(=O)[C@H](C)NC(=O)C1CCN(C(=O)[C@@H](N)C(C)C)CC1,-1,1,-1,-2.7,1,i,0,3,-3.2,5
O=C(C1CCCCC1)N1CCCc2ccccc21,-1,-2,-3,-1.0,-16,i,1,-8,-2.7,8
CCOc1ccc(CCNC(=O)c2cnc(C)cn2)cc1OCC,6,0,-3,0.3,-2,i,3,0,1.6,-13
CCCCOC(=O)c1ccc(NC(=O)CN2C(=O)NC3(CCCCCC3)C2=O)cc1,0,-7,-7,0.2,-7,i,2,2,1.6,1
CCOC1=C2[C@@H](CN(S(=O)(=O)c3ccc(C)cc3)[C@H]2c2cccc3ccccc23)[C@H]2C(=O)N(Cc3ccccc3)C(=O)[C@H]2C1,3,-13,3,-0.7,x,i,2,3,2.2,16
C[C@@H]1CN([C@H](C)CO)C(=O)CCCn2cc(nn2)CO[C@H]1CN(C)C(=O)Nc1ccc(C(C)(C)C)cc1,-4,4,-4,-1.4,x,i,7,5,-0.9,5
CN(C(=O)c1cccc(NC(=O)Cc2ccc(NC(=O)C3CCN(C(=O)C4CCCC4)CC3)cc2)c1)C1CC1,-1,0,7,-1.2,-8,i,-2,6,-2.6,11
COc1cccc(N2C(=O)N(c3ccccc3Cl)C3CS(=O)(=O)CC32)c1 (stereo not drawn),-1,1,-1,-0.4,0,i,-2,-2,-0.9,0
COc1ccccc1N1CN(S(=O)(=O)c2ccc(C)cc2)c2nc3ccccc3nc21,1,0,12,-0.1,-12,i,-5,0,2.5,-8
O=C(COc1ccccc1-c1ccccc1)N/N=C/c1cccnc1,1,-2,0,1.8,-5,i,-3,3,0.7,-2
Cc1ccc(S(=O)(=O)Nc2ccccc2C=Nc2cccc(C)c2C)cc1,-4,-3,-6,-0.1,-4,i,4,2,0.2,0
O=C(Cc1ccc(F)cc1)N/N=C/c1ccc(-c2ccc(Cl)c(C(=O)O)c2)o1,-3,1,2,0.1,2,i,-9,-1,1.2,16
OC(c1ccccc1)(c1ccccc1)c1nccc2ccccc12,2,-2,4,-0.3,1,i,-1,-2,-0.8,11
O=[N+]([O-])c1cccc(-c2cn3nc(-c4ccccc4)c(-c4ccccc4)nc3n2)c1,-2,1,4,0.2,-23,i,-12,5,1.0,4
CC(=O)NCCSc1ccc(S(=O)(=O)N2CCCC2)cn1,0,1,-3,-0.3,-10,i,0,-5,-1.4,34
COc1ccc(NC(=O)CN(c2ccccc2C)S(C)(=O)=O)c(OC)c1,-2,1,-3,0.0,8,i,-3,2,-0.7,8
NC(=O)NCCC1=CCCCC1,1,2,6,-0.5,-2,i,5,-2,-2.2,7
COc1cc(C(=O)NC(CCSC)C(=O)OCC(=O)NC(=O)C2CCCCC2)cc(OC)c1OC (stereo not drawn),-1,1,1,-0.8,-8,i,3,-3,-0.6,1
NS(=O)(=O)c1ccc(NC(=O)CCCCCN2C(=O)c3ccccc3C2=O)cc1,-1,-1,1,-0.1,-7,i,-12,-6,-1.9,2

# Assay outcomes: PubChem BioAssay, several laboratories
